GPT2 inh: blocks human glutamate pyruvate transaminase 2; 0.25% of 100,000 active; Recombinant GPT2, coupled pyruvate oxidase/HRP Amplex Red fluorescence; Q8TD30; Potency, µM (top dose mostly 57.7 µM), for the others: top-dose activity change, negative = inhibition, hits mostly inhibitors; note: potency is the fitted concentration of half-maximal effect; nearly all actives have a fitted effect of over 60% in size; many of its hits are not listed in these tables
Target sequence (Q8TD30 whole entry, looked up): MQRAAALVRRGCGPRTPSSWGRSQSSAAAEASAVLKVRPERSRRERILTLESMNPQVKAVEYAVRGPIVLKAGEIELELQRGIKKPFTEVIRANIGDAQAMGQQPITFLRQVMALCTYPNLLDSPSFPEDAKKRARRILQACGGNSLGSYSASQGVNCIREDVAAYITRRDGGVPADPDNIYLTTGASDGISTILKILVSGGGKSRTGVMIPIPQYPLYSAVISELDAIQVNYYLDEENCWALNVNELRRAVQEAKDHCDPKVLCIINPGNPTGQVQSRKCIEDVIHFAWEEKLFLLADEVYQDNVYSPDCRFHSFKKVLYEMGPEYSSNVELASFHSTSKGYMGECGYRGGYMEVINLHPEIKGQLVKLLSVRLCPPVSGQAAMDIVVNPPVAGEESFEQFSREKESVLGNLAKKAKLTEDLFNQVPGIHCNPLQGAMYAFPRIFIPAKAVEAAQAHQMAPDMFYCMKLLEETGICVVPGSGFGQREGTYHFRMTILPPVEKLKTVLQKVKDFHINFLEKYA
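Inhibition is scored from Amplex Red fluorescence generated when pyruvate oxidase and HRP act on pyruvate released by GPT2. Reactions contain 10ng/uL enzyme, 250uM a-KG and 2mM L-alanine and run 30 min at room temperature.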
HEK293 viab: reduces viability of HEK-293 SNCA reporter cells. AID 1671193. Potency, µM (top dose mostly 57.1 µM), for inactives: at the highest dose activity change, negative = cytotoxicity, most hits filed as cytotoxic. 0.12% of 150,000 active. HEK-293-SNCA-luc viability, GF-AFC fluorescence, 24 h;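 note: potency is the fitted concentration of half-maximal effect; 0% = DMSO-treated cells and -100% = medium-only wells without cells; nearly all actives have a fitted effect of over 30% in size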
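HEK-293-SNCA-luc cells (1500/well) plated 24 h, then exposed 24 h to a dilution series; GF-AFC added 30 min at 37C, fluorescence 405/540 nm; normalised to medium-only and DMSO wells, Hill fit.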
IP6K1 inh: blocks human inositol hexakisphosphate kinase 1; Q92551; IP6K1 kinase, ADP-Glo luminescence, 2 h; hits give low values; activity change, % (series mostly up to about 58 µM); 0.81% of 140,000 active; in the data active = activity change below about -25%
Target sequence (Q92551 whole entry, looked up): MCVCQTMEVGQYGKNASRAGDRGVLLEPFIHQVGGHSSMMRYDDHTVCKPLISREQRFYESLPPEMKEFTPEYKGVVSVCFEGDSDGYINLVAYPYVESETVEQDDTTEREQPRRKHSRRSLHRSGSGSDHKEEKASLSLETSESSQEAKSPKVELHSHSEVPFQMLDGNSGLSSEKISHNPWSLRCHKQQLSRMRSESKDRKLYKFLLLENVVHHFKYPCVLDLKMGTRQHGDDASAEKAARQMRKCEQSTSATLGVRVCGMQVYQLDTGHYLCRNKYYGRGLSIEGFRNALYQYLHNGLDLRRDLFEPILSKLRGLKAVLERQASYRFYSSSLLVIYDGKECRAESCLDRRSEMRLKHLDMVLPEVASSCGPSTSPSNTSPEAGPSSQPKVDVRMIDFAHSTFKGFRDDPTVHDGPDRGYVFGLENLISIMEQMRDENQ
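ADP-Glo luminescence measures ADP made by human IP6K1 during a 2 h RT reaction with ATP/IP6 (mix at 1.3 mM/130 uM); top library doses 57.5 and 19.1 uM final.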
SNCA expr inhib: reduces expression of the alpha-synuclein gene; HEK-293 SNCA-luciferase knock-in, luminescence, 24 h; Potency, µM (highest dose often 57.2 µM), without a hit: at the highest dose activity change, negative = inhibition, most hits filed as inhibitors; 0.17% of 140,000 active;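 note: potency is the fitted concentration of half-maximal effect; plate controls were DMSO cells for no effect and cell-free wells for full effect; nearly all actives have a fitted effect of over 45% in size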
NIH3T3 tox: NIH 3T3 cell cytotoxicity; NIH 3T3 viability, CellTiter-Glo ATP luminescence, 48-72 h; Potency, µM (doses to about 96.7 µM), inactives show at the highest dose activity change, negative = cytotoxicity, most hits filed as inhibitors; 4.3% of 94,000 active; AID 1345082; note: potency is the fitted concentration of half-maximal effect; nearly all actives have a fitted effect of over 55% in size
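Cells were seeded at 400 per well, treated with pin-transferred compound, and kept 48 or 72 hr at 37 °C before CellTiter-Glo addition and luminescence imaging of cellular ATP.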
HEK293 tox: HEK 293 cell cytotoxicity. HEK 293 viability, ATP luminescence (CellTiter-Glo), 48-72 h. 6.6% of 94,000 active. Potency, µM (highest dose often 115 µM), without a hit: top-dose activity change, negative = cytotoxicity, hits mostly inhibitors; note: potency is the fitted concentration of half-maximal effect; nearly all actives have a fitted effect of over 60% in size
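CellTiter-Glo luminescence (cellular ATP) was read after 48 or 72 hr of compound exposure at 37 degree Celsius. Cells were HEK 293 plated at 250 cells/well.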
FLuc inh: Photinus pyralis luciferase inhibition; P08659; AID 1347043; Potency, µM (titrated, usually from 115 µM), inactives show at the highest dose activity change, negative = inhibition, hits mostly inhibitors; 2.5% of 76,000 active; purified P. pyralis luciferase, luminescence, biochemical; note: potency is the fitted concentration of half-maximal effect; nearly all actives have a fitted effect of over 65% in size
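Cell-free enzyme assay, 10nM P. pyralis luciferase, luciferin and ATP each at 10uM. Inhibition profiled over a 6-point titration, read as luminescence.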
Active calls of the source: *; i = inactive; u = inconclusive; x = not tested or not shown; [ ] = another dose, or the depositor's remark. Unless noted, calls come from the whole dose curve; as a rule, active = well fitted curve in the direction sought with a large enough effect; inconclusive = small, poorly fitted or top-dose-only effect, or another doubt; inactive = no such curve, though single readings can be large; an effect the other way counts as inactive or inconclusive. Unless noted, % is set by controls: 0 for no effect and ±100 for the full control effect.

Short keys: A = GPT2 inh; B = HEK293 viab; C = IP6K1 inh; D = SNCA expr inhib; E = NIH3T3 tox; F = HEK293 tox; G = FLuc inh
> O=C(Nc1cccc(-c2nnc3n2CCCC3)c1)c1ccccn1
  A = i	B = 8%	C = -3	D = 107%[activator]	E = -3%	F = -3%	G = -14%

> CN(C)c1ccc(C(CNS(=O)(=O)c2ccc(F)cc2)N2CCCC2)cc1 (centres undefined)
  A = x	B = 8%	C = 5	D = -17%	E = x	F = x	G = x

> COc1ccc(NC(=O)N2CCC(CN3CCCC3)CC2)c(OC)c1
  A = x	B = 1%	C = 14	D = -7%	E = x	F = x	G = x

> Cc1ccc(S(=O)(=O)NCCc2nnc3ccc(SCC(=O)Nc4ccc(OC(F)(F)F)cc4)nn23)cc1
  A = x	B = 0%	C = -3	D = -6%	E = x	F = x	G = x

> COc1ccc(NC(=O)N2CC(c3nnc(-c4ccncc4)o3)C3(CCOCC3)C2)cc1 (centres undefined)
  A = u	B = -2%	C = 11	D = 11%	E = u	F = -5%	G = -16%

> CC(C)Oc1ccc(C(=O)Nc2ccc3c(c2)CCCN3C(=O)c2cccs2)cc1
  A = x	B = -23%	C = -13	D = u	E = x	F = x	G = x

> COc1cccc(N2CC(C(=O)NC3CC3)NC2=O)c1 (centres undefined)
  A = 4%[88.5 µM]	B = 15%[87.6 µM]	C = 1	D = -5%[87.6 µM]	E = i	F = i	G = -2%[172 µM]

> Cc1ccc(NC(=O)Cn2c(N3CCCCC3)nc(C)c(C)c2=O)cc1C
  A = -1%	B = -28%	C = 7	D = 23%	E = u	F = 22µM*	G = 6%

> CCOc1ccc(NC(=O)Cn2c(=O)n(Cc3ccccc3)c(=O)c3c4c(sc32)CN(C(C)=O)CC4)cc1
  A = x	B = -9%	C = -7	D = u	E = x	F = x	G = x

> CCOC(=O)c1sc(N2C(=O)c3oc4cc(C)c(C)cc4c(=O)c3C2c2ccc(C)cc2)nc1C (centres undefined)
  A = x	B = -2%	C = 6	D = 32%[activator]	E = x	F = x	G = x

Remaining list, next part
Short keys: A = GPT2 inh; B = HEK293 viab; C = IP6K1 inh; D = SNCA expr inhib; E = NIH3T3 tox; F = HEK293 tox; G = FLuc inh
> F[C@@H]1CN(C2CCOCC2)C[C@@H]1OCc1nc2ccccc2o1
  A = i	B = -1%[87.6 µM]	C = -3	D = 36%[activator][87.6 µM]	E = -14%[138 µM]	F = -24%[172 µM]	G = -16%[172 µM]

> COc1cccc(Cn2c(=O)c(-c3noc(C)n3)c3n(c2=O)CCCCC3)c1
  A = i	B = 5%	C = 12	D = -1%	E = -15%	F = -2%	G = 2%

> Cc1cccc(N2CCN(C(=O)CCS(=O)(=O)c3ccc4c(c3)CC(=O)N4C)CC2C)c1 (centres undefined)
  A = x	B = 8%	C = -1	D = -18%	E = x	F = x	G = x

> CC(C)c1ccc(NC(=O)Cn2c(=O)oc3cc(S(=O)(=O)N4CCCC4)ccc32)cc1
  A = x	B = 0%	C = 37	D = u	E = x	F = x	G = x

> Cc1cc(NC(=O)CN(C)S(=O)(=O)c2ccc3c(c2)CCCC(=O)N3)ccc1Br
  A = x	B = -18%	C = -3	D = -4%	E = x	F = x	G = x

> COCCNc1cc(-c2noc([C@@H]3CCCN3Cc3ccccn3)n2)ccn1
  A = -9%[88.5 µM]	B = -6%[87.6 µM]	C = 9	D = 61%[activator][87.6 µM]	E = u	F = u	G = u

> Fc1ccc(Cc2cn3cc(-c4ccccc4)nc3s2)cc1
  A = x	B = 2%	C = 2	D = u	E = x	F = x	G = x

> O=c1c2sc3ccccc3c2n(Cc2ccccc2F)c(=O)n1Cc1ccccc1
  A = x	B = 10%	C = 7	D = -9%	E = x	F = x	G = x

> O=C(c1ccc2c(c1)N(Cc1cccc(Cl)c1)C(=O)c1ccccc1S2=O)N1CCN(c2cccc(C(F)(F)F)c2)CC1 (centres undefined)
  A = x	B = -18%	C = -9	D = -4%	E = x	F = x	G = x

> CCc1ccc(CNC(=O)C2CCN(C(=O)c3ccc(-n4c(C)cc5ccccc54)s3)CC2)cc1
  A = x	B = -7%	C = 20	D = u	E = x	F = x	G = x

(more compounds)
Short keys: A = GPT2 inh; B = HEK293 viab; C = IP6K1 inh; D = SNCA expr inhib; E = NIH3T3 tox; F = HEK293 tox; G = FLuc inh
> COc1cccc(C2CC(=O)Nc3c2c(=O)n(C)c2nc4ccccc4n32)c1 (centres undefined)
  A = x	B = 5%	C = -5	D = -16%	E = x	F = x	G = x

> Cc1ccc(Nc2ccnc(N3CCC(C(=O)NC4CC4)CC3)n2)cc1
  A = i	B = -5%[12.5 µM]	C = 5	D = 33%[activator][87.6 µM]	E = 35µM*	F = u	G = x

> COc1ccc(C(=O)NCC2Cn3cccc3C(=O)N2CC(C)C)cc1 (centres undefined)
  A = u	B = -4%	C = -1	D = -8%	E = -4%	F = 2%	G = -9%

> O=C(Cc1cccc(F)c1)N1CCN(C(=O)N2CC3CC(C2)[C@H]2CCCC(=O)N2C3)CC1 (some centres undefined)
  A = i	B = 3%	C = 13	D = 7%	E = -2%	F = u	G = 5%

> CN(Cc1cccc(C(F)(F)F)c1)C(=O)c1ccc(F)cc1
  A = i	B = 4%[87.6 µM]	C = -13	D = 10%[87.6 µM]	E = u	F = u	G = -1%[172 µM]

> CCc1nc(-c2c3n(c(=O)n(Cc4cc(F)cc(F)c4)c2=O)CCCCC3)no1
  A = i	B = 7%	C = 5	D = 3%	E = -25%	F = -14%	G = -6%

> O=C(NCc1cccc(Cl)c1)C1CN(C2CCCCC2)C(=O)N1 (centres undefined)
  A = i	B = 0%[12.5 µM]	C = 1	D = -6%[87.6 µM]	E = u	F = u	G = x

> COc1cc(OC)cc(C(=O)N2CCN(C(=O)COc3ccccc3)CC2)c1
  A = x	B = 7%	C = 10	D = 1%	E = x	F = x	G = x

> COCc1nc2nc(-c3ccccc3)c(-c3ccccc3O)cc2n1C
  A = 2%[88.5 µM]	B = -3%[87.6 µM]	C = 2	D = 11%[87.6 µM]	E = u	F = -13%[172 µM]	G = -3%[172 µM]

> Cc1sc2c(c1C)c(=O)n(-c1ccc(Cl)cc1)c(=O)n2Cc1cc(=O)n2ccccc2n1
  A = x	B = -8%	C = 7	D = u	E = x	F = x	G = x

Full records, looked up by structure:
O=c1c2sc3ccccc3c2n(Cc2ccccc2F)c(=O)n1Cc1ccccc1 reads GPT2 inh = x; HEK293 viab = 10%; IP6K1 inh = 7; SNCA expr inhib = -9%; NIH3T3 tox = x; HEK293 tox = x; FLuc inh = x
COCc1nc2nc(-c3ccccc3)c(-c3ccccc3O)cc2n1C reads GPT2 inh = 2%[88.5 µM]; HEK293 viab = -3%[87.6 µM]; IP6K1 inh = 2; SNCA expr inhib = 11%[87.6 µM]; NIH3T3 tox = u; HEK293 tox = -13%[172 µM]; FLuc inh = -3%[172 µM]
COCCNc1cc(-c2noc([C@@H]3CCCN3Cc3ccccn3)n2)ccn1 reads GPT2 inh = -9%[88.5 µM]; HEK293 viab = -6%[87.6 µM]; IP6K1 inh = 9; SNCA expr inhib = 61%[activator][87.6 µM]; NIH3T3 tox = u; HEK293 tox = u; FLuc inh = u

Continuation:
Values run as follows: GPT2 inh, HEK293 viab, IP6K1 inh, SNCA expr inhib, NIH3T3 tox, HEK293 tox, FLuc inh
O=C(NC1CCCN(c2cc(-c3ccccc3)[nH]n2)C1)c1ccccn1 (centres undefined)
→ i, -12%, 26, 44%[activator], u, u, u
CCCOc1ccc2c(c1)CC[C@@H]1[C@@H]2CC[C@]2(C)C(OC)CC[C@@H]12 (some centres undefined)
→ -9%, -1%[23.9 µM], 13, -40%[25.6 µM], x, x, x
O=C(Nc1ccc(C2(C(=O)NCc3ccc4c(c3)OCO4)CCCCC2)cc1)C1CC1
→ -7%, 4%, 1, 7%, u, u, 4%
COC(=O)c1ccccc1-n1cc2c(c1-c1cccc(C)c1)c(=O)n(C)c(=O)n2C
→ x, -28%, 1, 18%, x, x, x
COc1cccc(NC(=O)CC(=O)Nc2ccc3nc4n(c(=O)c3c2)CCCCC4)c1
→ x, 5%, -18, 15%, x, x, x
CCOC(=O)c1c(C)[nH]c(C)c1S(=O)(=O)N1CCC(C(=O)N2CCN(c3cccc(Cl)c3)CC2)CC1
→ x, 4%, 6, -25%, x, x, x
O=C(c1ccccc1F)N1CCn2c(nnc2-c2ccccc2)C1
→ 4%[88.5 µM], 7%[87.6 µM], 7, -24%[87.6 µM], -22%[138 µM], -16%[172 µM], -6%[172 µM]
O=C([C@@H]1C[C@H](Oc2cccnc2)CN1C(=O)COc1ccc(F)cc1)N1CCCC1
→ i, 2%, 4, 2%, -13%, i, -11%
Cc1c(C(=O)OC2CCCC2)[nH]c2c1C(=O)CC(c1ccc(Cl)cc1)C2 (centres undefined)
→ x, 4%, 10, u, x, x, x
Cc1[nH]nc2c1C(c1ccc(Cl)cc1)C(C#N)=C(N)O2 (centres undefined)
→ u, 1%, -17, 9%, -22%, u, 13%
CCOc1ccc(CNC(=O)CCC(=O)N2CC3CCCN3c3ccccc32)cc1 (centres undefined)
→ x, 1%, 12, -4%, x, x, x
O=C(OCC1=C[C@@H](O)[C@@H]2C=CO[C@@H](O[C@@H]3O[C@H](CO)[C@@H](O)[C@H](O)[C@H]3O)[C@H]12)c1ccc(O)cc1
→ -3%[27.3 µM], -14%[23.9 µM], 8, x, x, x, x
C#CCNC(=O)C1=NOC2CN(S(C)(=O)=O)CC12 (centres undefined)
→ -13%[88.5 µM], 1%[87.6 µM], 1, -2%[87.6 µM], 1%[138 µM], i, x
O=C(c1cnsn1)N1CCc2c(cc(-c3cccc(F)c3)c(=O)n2CCN2CCCCC2)C1
→ 4%, 6%, 22, 29%, i, i, -18%
Fc1ccc(CNCCCSc2nnnn2-c2ccccc2)cc1
→ x, 18%, 2, -19%, x, x, x
COc1ccnc(N2CCN(CC3(O)CNCCOC3)CC2)n1 (centres undefined)
→ -4%, 12%, -6, 14%, -15%, -16%, -22%
COc1ccc(CN2CCc3nc(C4CC4)nc(-c4ccc(OC)cc4)c3CC2)cc1
→ 4%, -22%, -1, u, u, u, x
CCN(CC)C(=O)Cn1c(=O)n(-c2ccc(Cl)c(Cl)c2)c(=O)c2c(C)c(C(=O)N(CC)CC)sc21
→ x, 11%, -9, 8%, x, x, x

Structures shown so far that have an NH in an aromatic ring (four):
Values run as follows: GPT2 inh, HEK293 viab, IP6K1 inh, SNCA expr inhib, NIH3T3 tox, HEK293 tox, FLuc inh
O=C(NC1CCCN(c2cc(-c3ccccc3)[nH]n2)C1)c1ccccn1 (centres undefined)
→ i, -12%, 26, 44%[activator], u, u, u
CCOC(=O)c1c(C)[nH]c(C)c1S(=O)(=O)N1CCC(C(=O)N2CCN(c3cccc(Cl)c3)CC2)CC1
→ x, 4%, 6, -25%, x, x, x
Cc1c(C(=O)OC2CCCC2)[nH]c2c1C(=O)CC(c1ccc(Cl)cc1)C2 (centres undefined)
→ x, 4%, 10, u, x, x, x
Cc1[nH]nc2c1C(c1ccc(Cl)cc1)C(C#N)=C(N)O2 (centres undefined)
→ u, 1%, -17, 9%, -22%, u, 13%

Assay outcomes: PubChem, National Center for Advancing Translational Sciences (NCATS)
